NCI-60 one-dose screen, 48 h, at 10 µM unless noted. Numbers give growth in % (100 = growth as untreated, 0 = no growth, -100 = all killed).
SK-MEL-2 = SK-MEL-2 melanoma | hit rate 4.7% among 77,000
UACC-257 = UACC-257 melanoma; hit rate 4.4% among 78,000
LOX IMVI = LOX IMVI melanoma; AID 1794757; hit rate 7.4% among 79,000
UACC-62 = UACC-62 melanoma | hit rate 5.4% among 81,000
SK-MEL-5 = SK-MEL-5 melanoma; hit rate 6.4% among 80,000
HS 578T = HS 578T breast cancer; hit rate 4.1% among 78,000
MALME-3M = MALME-3M melanoma | hit rate 5.8% among 78,000
SK-MEL-28 = SK-MEL-28 melanoma | hit rate 4.1% among 81,000 | AID 1794761
* hit, by the source's call; / = no result given; & = joins results of further samples. The calls were made as follows: active = growth percent below 10; inactive = the rest.

Start of the listing, in advance, 13 compounds:
SMILES | SK-MEL-2 | UACC-257 | LOX IMVI | UACC-62 | SK-MEL-5 | HS 578T | MALME-3M | SK-MEL-28
N#CC(C#N)=CN | 110 | 91 | 99 | 100 | 101 | 100 | 104 | 113
CCCCNc1ccc([N+](=O)[O-])cc1[N+](=O)[O-] | 116 | 99 | 105 | 94 | 84 | / | 97 | 105
CC1=C(c2cc(-c3ccccc3O)[nH]c(=O)n2)C(c2ccccc2)NC(=S)N1 (configuration not stated) | 98 | 99 | 96 | 94 | 100 | 99 | 96 | 105
CCOC(=O)C1=C(C)NC(C)=C(C(=O)OCC(C)C)C1c1cccc(C#N)c1 (configuration not stated) | 101 | 101 | 80 | 73 | 87 | 86 | 143 | 109
N#Cc1c2ccccc2nc2ccccc12 | 125 | 95 | 101 | / | 95 | 103 | / | 132
CCOC(=O)c1cnc2c3c(noc13)CCC2 | 118 | / | 102 | 97 | 103 | 126 | 119 | 115
O=S(=O)(Nc1ccc(F)cc1F)c1ccc(-c2cnc(C3CC3)o2)cc1 | 37 | 64 | 41 | 27 | 6.2* | 27 | 35 | 64
O=CNc1ccc2c3c(cccc13)CC2 | 95 | / | 92 | / | 102 | 95 | 94 | 108
CC(CNc1ccc(Cl)cc1)(CNc1ccc(Cl)cc1)[N+](=O)[O-] | 86 | 97 | 81 | 68 | 100 | 101 | 104 | 116
CN(C)C(=O)c1cccc([N+](=O)[O-])c1 | / | 96 | 107 | 114 | 99 | 101 | 106 | 109
CCOC(=O)c1ccccc1NC(=O)Nc1sc2c(c1C(N)=O)CCC(=O)C2 | 102 | 101 | 99 | 101 | 102 | 101 | 112 | 104
CCOC(=O)OCCSCCOC(=O)OCC | 109 | 120 | 97 | 102 | 99 | 102 | 96 | 105
O=C(Nc1ccc(Cl)cc1)Oc1c(Cl)c(Cl)c(Cl)c(Cl)c1Cl | 96 | 100 | 86 | 81 | 95 | 88 | 94 | 105

The whole of this part, from the first entry:
SMILES | SK-MEL-2 | UACC-257 | LOX IMVI | UACC-62 | SK-MEL-5 | HS 578T | MALME-3M | SK-MEL-28
N#CC(C#N)=CN | 110 | 91 | 99 | 100 | 101 | 100 | 104 | 113
CCCCNc1ccc([N+](=O)[O-])cc1[N+](=O)[O-] | 116 | 99 | 105 | 94 | 84 | / | 97 | 105
CC1=C(c2cc(-c3ccccc3O)[nH]c(=O)n2)C(c2ccccc2)NC(=S)N1 (configuration not stated) | 98 | 99 | 96 | 94 | 100 | 99 | 96 | 105
CCOC(=O)C1=C(C)NC(C)=C(C(=O)OCC(C)C)C1c1cccc(C#N)c1 (configuration not stated) | 101 | 101 | 80 | 73 | 87 | 86 | 143 | 109
N#Cc1c2ccccc2nc2ccccc12 | 125 | 95 | 101 | / | 95 | 103 | / | 132
CCOC(=O)c1cnc2c3c(noc13)CCC2 | 118 | / | 102 | 97 | 103 | 126 | 119 | 115
O=S(=O)(Nc1ccc(F)cc1F)c1ccc(-c2cnc(C3CC3)o2)cc1 | 37 | 64 | 41 | 27 | 6.2* | 27 | 35 | 64
O=CNc1ccc2c3c(cccc13)CC2 | 95 | / | 92 | / | 102 | 95 | 94 | 108
CC(CNc1ccc(Cl)cc1)(CNc1ccc(Cl)cc1)[N+](=O)[O-] | 86 | 97 | 81 | 68 | 100 | 101 | 104 | 116
CN(C)C(=O)c1cccc([N+](=O)[O-])c1 | / | 96 | 107 | 114 | 99 | 101 | 106 | 109
CCOC(=O)c1ccccc1NC(=O)Nc1sc2c(c1C(N)=O)CCC(=O)C2 | 102 | 101 | 99 | 101 | 102 | 101 | 112 | 104
CCOC(=O)OCCSCCOC(=O)OCC | 109 | 120 | 97 | 102 | 99 | 102 | 96 | 105
O=C(Nc1ccc(Cl)cc1)Oc1c(Cl)c(Cl)c(Cl)c(Cl)c1Cl | 96 | 100 | 86 | 81 | 95 | 88 | 94 | 105
COc1nc(NC=O)cc(=O)[nH]1 | 111 | 101 | 104 | 102 | 107 | 109 | 142 | 107
CC(=O)N(c1ccccc1)c1ccccc1 | 103 | 98 | 95 | 107 | 104 | 105 | 88 | 120
Nc1o[nH]c(=O)c1Cc1ccccc1 | 121 | 39 | 107 | 91 | 113 | 99 | 159 | 108
Cc1ccc(C(C)CO)cc1 (configuration not stated) | 92 | 100 | 102 | 94 | 107 | 114 | 101 | 117
CSc1nc(N)cc(N)n1 | 101 | 89 | 103 | 99 | 121 | 99 | 92 | 111
Cc1c(C)c(Cl)c(C)c(Cl)c1O | 110 | 94 | 106 | 102 | 96 | 101 | 88 | 102
N#C/C(=C\c1cccs1)C(=O)Nc1ncc(Cc2ccccc2Cl)s1 | 103 | 101 | 59 | 36 | 98 | 88 | 95 | 90
Cc1nn(-c2ccc(Cl)cc2)c(N)c1C1(O)C(=O)Nc2ccc(F)cc21 (configuration not stated) | 58 | / | 96 | 113 | 89 | 109 | 359 | 115
NC(=O)NCc1ccccc1 | 92 | 94 | 89 | 100 | 106 | 104 | 93 | 104
CCSC(NC(=O)c1ccccc1)=C(C#N)C#N | 102 | 99 | 93 | 89 | 94 | 82 | 94 | 97
CCN1C(=O)/C(=c2\sc3n(c2=O)C2C(NN=3)N(C)C(=O)N2C)c2ccccc21 (configuration not stated) | 106 | / | 96 | 99 | 100 | 95 | 99 | 110
CC(=O)OCC(=O)[C@@]1(O)CC[C@H]2[C@@H]3CCC4=CC(=O)CC[C@]4(C)[C@H]3[C@@H](O)C[C@@]21C | 94 | 100 | 98 | 97 | 95 | 93 | 75 | 94
O=C(/C=C1\C(=O)N(Cc2ccccc2)c2ccccc21)c1ccc(OCCN2CCCCC2)cc1 | 89 | 77 | -37* | 69 | 95 | 78 | / | 97
O=C(Cn1cnc2c(cc(-c3ccccc3)n2-c2ccccc2)c1=O)Nc1ccccc1 | 115 | 101 | 96 | 101 | 98 | 103 | / | 108
O/N=C(\CSc1nnc(-c2c[nH]c3ccccc23)n1-c1ccccc1)c1ccc(Br)cc1 | -66* | -8.6* | -87* | -90* | -24* | -39* | -10* | -26*
NC(N)=NC(N)=NCCCCc1ccccc1 | 120 | 92 | 91 | 100 | 97 | 88 | 89 | 103
Nc1cc(C(Cl)=C(Cl)Cl)c(S(N)(=O)=O)cc1S(N)(=O)=O | 100 | 90 | 93 | 125 | / | 98 | 93 | 114
CCOC(=O)c1ccc(NCC(=O)Nc2ccccn2)cc1 | 120 | 107 | 102 | 92 | 97 | 98 | 108 | 106
O=C(CSc1nc2ccc([N+](=O)[O-])cc2[nH]1)Nc1ccc(F)cc1 | 64 | 45 | 65 | 25 | 32 | 74 | 36 | 62
CSc1nccc(-c2c(-c3ccc(F)c(OCc4ccccc4)c3)nc3sccn23)n1 | / | 69 | 81 | 42 | 18 | 101 | 107 | 97
CC(C)(Cl)C1CC=C(CC(Cl)(Cl)Cl)CC1 (configuration not stated) | 110 | 100 | 93 | 109 | 106 | 103 | 96 | 113
CCN(CC)C1N=C(C)Nc2c1sc(=S)n2-c1ccc(OC)cc1OC (configuration not stated) | 114 | 85 | 99 | 55 | 65 | 89 | 106 | 95
O=C(O)CCCCNC(=O)c1nc(-c2ccccc2)n(-c2ccc(F)cc2)n1 | 107 | 106 | 107 | 110 | 101 | 106 | 110 | 112
S=c1nc2oc(-c3ccccc3)c(-c3ccccc3)c2c(/N=C\c2ccco2)[nH]1 | 92 | 105 | 93 | 91 | 95 | 82 | 99 | 109
COc1ccc(C2=NOC(CC(=O)N3CC(C)OC(C)C3)C2)cc1OC1CCCC1 (configuration not stated) | 108 | 105 | 94 | 90 | 100 | 94 | 108 | 110
CCCCCCCCCC(=O)c1ccccc1 | 97 | 92 | 99 | 91 | 106 | 111 | 114 | 109
COc1ccc(OC)c(-c2c(C#N)c(=O)[nH]c3c2c(N)nn3-c2ccccc2)c1 | 119 | 107 | / | 97 | 101 | 107 | 97 | 110
N#Cc1c(-c2ccc(F)cc2)nc(SCc2nnc(-c3ccc(Cl)cc3)o2)[nH]c1=O | / | 98 | 105 | 90 | 100 | 103 | 99 | 101
Cc1ccc(S(=O)(=O)Oc2ccc([N+](=O)[O-])cc2[N+](=O)[O-])cc1 | 79 | 86 | 10 | 83 | 76 | 123 | 64 | 113
N#Cc1c(-c2ccccc2)nc2c(c(-c3ccc(Cl)cc3)nn2-c2ccccc2)c1-c1ccc(O)cc1 | 112 | 103 | 98 | 95 | 100 | 110 | 103 | 105
CC1=C2CC[C@@](C)(O)C2[C@H]2OC(=O)/C(=C/c3cccc(C(F)(F)F)c3)[C@@H]2CC1 (some centres not stated) | 86 | 80 | 93 | 80 | / | 99 | 98 | 106
CC(C)[C@@H]1CC[C@@H](C)C[C@H]1OC(=O)c1ccc(N)cc1 | 89 | 89 | 93 | 90 | 97 | 94 | 88 | 101
COc1cc2cc(Oc3ccc(NC(=O)Nc4ccccc4)cc3)c(C)nc2cc1OCCN1CCOCC1 | 102 | 92 | 93 | 85 | 56 | 93 | 99 | 100
COCCCNc1ncnc2[nH]ncc12 | 115 | 114 | 87 | 88 | 103 | 142 | 105 | 119
O=C(N/N=C/c1ccc(F)cc1)c1ccc2cccc(O)c2n1 | 99 | 104 | 99 | 89 | 97 | 100 | 94 | 106
Cc1ccc2c(n1)C(=O)C(Cl)=C(Nc1cccc(C(C)C)c1)C2=O | 47 | 1.8* | / | 87 | / | 43 | 84 | 63
c1ncc2c(n1)-c1c[nH]cc1CC2 | 107 | 109 | 98 | 100 | 150 | 109 | / | 108
COc1ccc(-c2nnc(Nc3ccc(Br)cc3)o2)cc1OC | 88 | 114 | 102 | 91 | 96 | 100 | / | 108
CC1(C(=O)OCc2ccccc2)C(=O)C2=C(CCCC2)N1c1ccc(Br)cc1 (configuration not stated) | 92 | 97 | 90 | 51 | 76 | 93 | 95 | 99
CC(=O)c1sc2nc(CSc3nc4ccc(C)cc4[nH]3)[nH]c(=O)c2c1C | 76 | / | 91 | 104 | 112 | 123 | 128 | 130
CCOC(=O)c1[nH]n(-c2ccccc2)c(=O)c1C=NC(C)=S | 111 | 98 | 93 | 94 | 93 | 96 | / | 93
C=C(CC(=O)OCC(CC)CCCC)C(=O)OCC(CC)CCCC (configuration not stated) | 100 | 97 | 96 | 99 | 103 | 106 | 97 | 103
C=CCn1cc(-c2nc3ccccc3s2)c2cc(-c3ccc4c5c(cccc35)C(=O)N(CCN3CCOCC3)C4=O)ccc21 | 97 | 102 | 97 | 98 | 102 | 105 | 111 | 108
Nc1ncnc2c1cnn2C1CC(O)C(CO)O1 (configuration not stated) | 105&99 | 98&117 | 102 | 105&107 | 109&103 | 95&102 | 110 | 111&105
O=c1[nH]c(=O)c2c(-c3cc4ccccc4oc3=O)ccnc2[nH]1 | 83 | 103 | 65 | 83 | 89 | 70 | 64 | 115
Cn1cc(C(=O)NCCC(=N)N)cc1NC(=O)CN=C(N)N | 105 | 100 | 97 | 98 | 101 | 92 | 106 | 93
Cc1cc(C)c([N+](=O)[O-])c(C)c1 | / | 97 | 99 | 106 | 104 | 96 | 119 | 114

(further entries)
SMILES | SK-MEL-2 | UACC-257 | LOX IMVI | UACC-62 | SK-MEL-5 | HS 578T | MALME-3M | SK-MEL-28
C=CCCCCCCCCC(=O)OCC(C)C | 107 | 101 | 95 | 105 | 107 | 93 | 88 | 111
CC(=O)C1CC(C)CCC1C(C)C (configuration not stated) | / | 111 | 87 | 85 | 99 | 106 | 126 | 123
Cc1[nH]n(-c2ccc(S(=O)(=O)O)cc2)c(=O)c1N=Nc1ccccc1 | / | 105 | / | 107 | 98 | 100 | 100 | 107
CC(=O)OC1(C(C)=O)CCC2C3CCC4=C(C)C(=O)CCC4(C)C3CCC21C (configuration not stated) | 101 | 94 | 92 | 73 | 84 | 108 | 71 | 105
CN1C(=O)CC[C@H]1c1cccnc1 | 122 | 118 | 103 | 105 | 101 | / | 113 | 112
Cc1ccc(S(=O)(=O)Nc2ccc3ncccc3c2)cc1 | 108 | 66 | 79 | 83 | 58 | 109 | 93 | 88
CCOC(=O)c1ccc(NC(=O)Nc2nncs2)cc1 | 37 | 68 | 13 | 31 | -21* | 25 | 22 | 42
COc1cc(/C=C/c2nnc(-c3cc(-c4ccccc4)n[nH]3)o2)cc(OC)c1OC | 90 | 105 | 95 | 93 | 85 | 100 | 98 | 88

Screening data from PubChem BioAssay.
